Pf gamet viab: kills late stage P. falciparum gametocytes; inhibition, % at 10.9 µM; 0.065% of 150,000 active; P. falciparum stage V gametocytes, ATP luminescence, 24 h;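 active = inhibition above the mean plus 3 SD of compounds within the control limits, set per campaign, cut at about 38% in these data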;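 also: 0% = DMSO wells and 100% = medium only without gametocytes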
Avidin bead fluor: avidin bead compound fluorescence profile. Avidin beads, compound fluorescence 488/530 nm, flow cytometry; stronger effect = higher value. fluorescence (KMESF) at 10 µM. 0.38% of 220,000 active. AID 1775; in the data active = fluorescence above about 47; also: inactives centre near 10
An asterisk follows results filed as active. These rows are one share of the data; the hit share may differ from the screen's.

canonical_smiles	Pf gamet viab	Avidin bead fluor
O=C(Nc1cc(C(F)(F)F)ccc1Cl)C(Sc1n[nH]c(=O)[nH]c1=O)c1ccccc1 (stereo not drawn)	-27	5
Cc1cc(NC(=O)c2c(-c3c(F)cccc3Cl)noc2C)no1	-20	8
CC1(C)COC(Cn2c3ccccc3c3ccccc32)O1 (stereo not drawn)	-11	7
Cc1ccc(CNC(=O)C2CC3Cn4c(nc5cc6ccccc6cc54)C3N2C)o1 (stereo not drawn)	22	7
Clc1ccc(Nc2c3c(nc4ncnn24)CCC3)cc1	-13	7
CC(C)C(=O)NN(C(=O)C(C)C)c1nc2ccccc2s1	2	9
CCC/C(O)=C1\C(=O)CC(C)(C)CC1=NCc1ccccc1	9	4
CCOC(=O)/C(C#N)=C/N1CCOCC1	15	7
Clc1ccccc1C1=Nn2c(nnc2-c2ccco2)SC1	10	9
O=C(NCc1ccc2c(c1)CCO2)Nc1ccccc1	-4	6
NC(=S)NNC(=O)COc1ccccc1O	11	11
COc1cc(/C=C(\NC(C)=O)C(=O)O)cc(OC)c1OC	-8	6
Cn1nc(-c2ccc(Cl)cc2)cc1NC(=O)CSCC(=O)O	-24	3
Cc1[nH]c(=S)c(C#N)c(C)c1Cc1ccc(Cl)cc1Cl	-12	23
O=C(N/N=C/c1cc(Cl)cc(Cl)c1O)c1ccncc1	-28	5
CN(C)S(=O)(=O)c1cccc(-c2nn(-c3ccccc3)cc2/C=C2\SC(=S)N(CC(=O)O)C2=O)c1	16	5
O=S(=O)(Nc1ccc(Cl)cn1)c1cnc(Cl)c(Br)c1	5	7
O=C(NC(=S)N1CCN(C/C=C/c2ccccc2)CC1)c1ccc(F)cc1	-39	5
CC(C)NC(=O)NNC(=O)c1nn(-c2ccc(F)cc2)ccc1=O	9	10
O=C1CC(N2CCOCC2)=NN1c1ccc([N+](=O)[O-])cc1	3	7
Cc1cc(NC(=O)c2cc([N+](=O)[O-])cc([N+](=O)[O-])c2)no1	3	3
COc1ccccc1-n1c(SCC(=O)N2CCCC2)nnc1-c1ccccc1	9	8
CCCCn1c(N)c(N(Cc2ccccc2OC)C(=O)COc2ccccc2C#N)c(=O)[nH]c1=O	-1	5
CCOc1ccc(N/C(=N/c2nc(C)cc(C)n2)NC(C)=O)cc1	11	13
COCC(=O)NC1CCCCCC1	7	5

A few values from the results shown.
CCOC(=O)/C(C#N)=C/N1CCOCC1 in Avidin bead fluor = 7
CC(C)C(=O)NN(C(=O)C(C)C)c1nc2ccccc2s1 in Avidin bead fluor = 9
COc1cc(/C=C(\NC(C)=O)C(=O)O)cc(OC)c1OC in Avidin bead fluor = 6

Already shown: entries from further up.
canonical_smiles	Pf gamet viab	Avidin bead fluor
Cc1cc(NC(=O)c2cc([N+](=O)[O-])cc([N+](=O)[O-])c2)no1	3	3
COc1ccccc1-n1c(SCC(=O)N2CCCC2)nnc1-c1ccccc1	9	8
CCCCn1c(N)c(N(Cc2ccccc2OC)C(=O)COc2ccccc2C#N)c(=O)[nH]c1=O	-1	5
CCOc1ccc(N/C(=N/c2nc(C)cc(C)n2)NC(C)=O)cc1	11	13
COCC(=O)NC1CCCCCC1	7	5

Going on with the list.
canonical_smiles	Pf gamet viab	Avidin bead fluor
CCOC(=O)C(=CNc1cc(Cl)c(-c2ccco2)c(Cl)c1)C(=O)OCC	-4	3
Cc1cc(O)c2/c(=N\N)c(-c3csc(C)n3)coc2c1	-10	11
CCOC(=O)Cc1csc(NC(=O)CCCC(=O)O)n1	0	3
CCOc1ccc(C2C(C(=O)c3ccc(C)o3)=C(O)C(=O)N2CCCN(CC)CC)cc1 (stereo not drawn)	-5	8
CCOc1ccccc1/C=C(\C#N)C(=O)Nc1cccc(C(=O)O)c1	11	29
COC(=O)C/C(N)=C(\C#N)C(=O)OC	19	6
O=C(Nc1cccnc1)c1cc(-c2cc(Cl)ccc2O)n[nH]1	7	10
Cc1cc(C)n(-c2ccc(C(=O)Nc3ccc(C)c(S(=O)(=O)N4CCOCC4)c3)cc2)n1	-14	5
COc1ccc(C2c3ccc(O)cc3Oc3ncn4nc(-c5cccnc5)nc4c32)cc1OC (stereo not drawn)	-13	7
Cc1cccc2c(=O)cc(C(F)(F)F)[nH]c12	-5	6
CC(=O)Nc1ccc(NS(=O)(=O)c2ccc(C)cc2)cc1[N+](=O)[O-]	0	6
COc1ccc(CNC(=O)C(c2ccncc2)N(C(=O)Cc2cccs2)c2cccnc2)cc1 (stereo not drawn)	1	8
c1ccc(-c2nnc(SCC3CCCO3)nc2-c2ccccc2)cc1 (stereo not drawn)	17	2
COC(=O)c1ccccc1NC(=O)CSc1ncn[nH]1	10	6
Cc1cc(-c2n[nH]c(=S)n2/N=C/c2cccc(O)c2)n[nH]1	9	7
OCCN(CC#CC(O)(c1ccccc1)c1ccccc1)CCO	-10	24
C[C@@]12CCC=C[C@H]1[C@H](c1ccc(C(F)(F)F)cc1)N(Cc1ccccc1)C2=O	-5	8
CC(NCc1ccc(S(N)(=O)=O)cc1)C(=O)N1c2ccccc2CC1C (stereo not drawn)	-16	11
COc1ccc(CCNC(=O)C/C(C)=N/NC(=O)Cc2cccc3ccccc23)cc1OC	-1	8
COc1cc(NC(=O)c2cc3cccc(OC)c3o2)cc(C(=O)Nc2cccc(C(F)(F)F)c2)c1	-15	7
COC(=O)c1sccc1-n1cc(C#N)c(=O)n(C)c1=O	-6	5
N/C(CCS(=O)(=O)c1ccc(Cl)cc1)=N\OC(=O)c1ccccc1Cl	4	4
O=C1C2CC(O)CN2C(=S)N1Cc1ccccc1 (stereo not drawn)	6	8
Cn1sc(=O)c2cc(S(=O)(=O)NC3CC3)ccc21	-39	1
CCOC(=O)C(=CNc1ccc(Oc2cccnc2)nc1)C(=O)OCC	8	8

Next section.
canonical_smiles	Pf gamet viab	Avidin bead fluor
CN(C)CCCN(Cc1cc2cc3c(cc2[nH]c1=O)OCCO3)C(=O)NC1CCCCC1	9	5
O=C(N/N=C/c1ccc([N+](=O)[O-])o1)C(=O)Nc1ccc(C(=O)O)cc1	-24	3
CCOC(=O)C(=O)Nc1ncc(Cl)s1	9	8
C=CCNC(=S)N1CCN(C2CCCCC2)CC1	2	8
Cc1ccc(C2(C)NC(=O)N(CC(=O)Nc3ccc(-c4nc5ccc(C)cc5s4)cc3)C2=O)cc1 (stereo not drawn)	-20	8
CC1CN(CCn2cnc3c(N)ncnc32)CC(C)O1 (stereo not drawn)	12	6
CCN(CC)Cc1ccc(OC)c(Cl)c1	1	7
CCCNC(=O)CN1C(=O)NC(CCSC)C1=O (stereo not drawn)	-4	5
CCn1c(Cc2ccccc2)n[nH]c1=S	-17	9
C=CCN1C=C2C(=O)C(C)(OC(=O)CCC(=O)OC)C(=O)C=C2C=C1C1CC1 (stereo not drawn)	3	9
COc1ccc(N2CCN(CC(=O)c3c(C)n(C)c4ccc(OC)cc34)CC2)cc1	16	8
O=c1[nH]nc(SCCS(=O)(=O)c2ccc(F)cc2)n1-c1ccccc1C(F)(F)F	2	8
Cc1cccn2c(CNCC(C)Oc3cccnc3)c(C(=O)N3CCOCC3)nc12 (stereo not drawn)	-19	6
O=[N+]([O-])c1ccc(C2=Nn3c(Cn4nnc5ccccc54)nnc3SC2)cc1	-12	5
Cc1ccc(NC(=O)COc2ccc(Br)cn2)cc1	1	9
COc1cc(CC(=O)OCC(=O)Nc2ccc(Cl)c(S(=O)(=O)N(C)C)c2)cc(OC)c1OC	11	4
COc1ccc(CCNC(=O)c2ccc([N+](=O)[O-])cc2)cc1	3	8
COC(=O)N/N=C/c1ccc(-c2ccccc2Cl)o1	-18	8
COc1ccc(CCNc2nc(-c3ccncc3)cs2)cc1OC	-10	8
Cc1ccc(F)cc1NC(=O)Nc1cc(C(C)(C)C)nn1C	24	4
CCC[N+]1(CC#CC(O)(c2ccccc2)C2CCCCC2)CCCCC1 (stereo not drawn)	-33	7
O=C(CSc1n[nH]c(=O)[nH]c1=O)c1ccccc1[N+](=O)[O-]	-8	7
CC1(C)CC(=O)C2=C(C1)NC(=S)C(C#N)C21CCCCC1 (stereo not drawn)	17	8
Cc1nnc(NC(=O)CCC(=O)N2CCN(CCOc3cccc4ccccc34)CC2)s1	2	4
O=C(NC(=S)Nc1ccc(CN2CCOCC2)cc1)c1ccc2c(c1)OCCO2	-10	6

Next compounds follow:
canonical_smiles	Pf gamet viab	Avidin bead fluor
Cn1cccc1/C=N/NC(=O)c1ccccn1	10	5
Cc1c(NC(=O)CNCc2ccc3c(c2)OCO3)c(=O)n(-c2ccccc2)n1C	-4	8
O=C(O)c1cc(-c2cccc([N+](=O)[O-])c2)nc2ccccc12	-12	8
Cc1cc(N2CCN(Cc3nc(-c4ccc(Cl)cc4)oc3C)CC2)cc(C)n1	6	11
COc1ccc(C(CC(=O)N2CCN(c3ccccc3)CC2)c2c(OC)cc(OC)c3ccc(=O)oc23)cc1 (stereo not drawn)	-41	9
Cc1csc(/N=C/N(C)C)c1C#N	15	3
CCOC(=O)Cn1cc(Cl)c(=O)c(Cl)c1	-4	7
O=C(O)c1ccc(/C=C(\c2nc3ccccc3[nH]2)c2nc3ccccc3s2)cc1	-3	8
CC(=O)Nc1cccc(S(N)(=O)=O)c1C	8	8
O=[N+]([O-])c1cccc(-c2cn3nc(-c4ccccc4)c(-c4ccccc4)nc3n2)c1	-5	5
COc1ccccc1CN1CCCC(C(=O)N2CCCCC2)C1 (stereo not drawn)	-2	5
COc1ccc(CCNC(=O)C(=O)Nc2ccc3nc4n(c(=O)c3c2)CCCCC4)cc1OC	2	6
Cc1ccc2nc(C)c3c(c2c1)OC(C(C)(Cl)Br)C3 (stereo not drawn)	4	12
CCCCC1(C)NC(=S)N2N1C(=S)NC2(C)CCCC (stereo not drawn)	-2	7
CCOc1ccc(-c2cc(C(=O)OC)nc3c2c(=O)n(C)c(=O)n3C)cc1	-48	8
Cc1cc(NC(=O)c2c(C)noc2C)no1	-12	6
C[C@H](NC(=O)CCCn1nnc2ccccc2c1=O)C(=O)O	14	5
COc1cccc(N2C(=O)[C@H]3C(C(=O)c4cnccn4)=NN[C@H]3C2=O)c1	4	12
O=C(O)CCCC(=O)NCc1c(Cl)cccc1Sc1ccc(Cl)cc1	-6	8
COc1cc(NC(=S)NCCCN(C)C)c(OC)cc1NC(=O)c1ccco1	21	8
O=S(=O)(Nc1ccc(-n2cnnn2)cc1)c1ccc(F)c(F)c1F	5	5
CSCCC(NS(=O)(=O)c1ccc2c(c1)oc(=O)n2C)C(=O)NCc1cccs1 (stereo not drawn)	0	5
O=C(NCc1cccs1)c1cccnc1SCCS(=O)(=O)c1ccc(C(F)(F)F)cn1	-17	3
CCCc1nnc(NC(=O)c2cn(CC)c3cc(N4CCN(C)CC4)c(F)cc3c2=O)s1	0	5
CSc1sc(-c2nnc(SCC(=O)Nc3ccccc3)n2C)c2c1C=CCC2	-9	6

Next section
canonical_smiles	Pf gamet viab	Avidin bead fluor
Cc1cc(C)c2c(CN3CCOCC3)cc(=O)oc2c1	14	10
Cn1c(=O)c2c(nc(CN3CCN(c4ccc(F)cc4)CC3)n2CCN2CCOCC2)n(C)c1=O	4	5
O=[N+]([O-])c1c(Nc2ccccc2O)cc(N2CCOCC2)c2nonc12	7	15
COc1ccccc1/C=C/C=N/NC(=O)c1cccs1	0	7
Cc1ccc(NC(=O)Nc2cc(-c3ccccc3)nn2C)cc1Cl	14	8
NC(=O)NN=C1C2CCCC1C(c1ccccc1)NC2c1ccccc1 (stereo not drawn)	-11	8
O=C(CCN1CCC(c2cccs2)=N1)c1cccs1	-6	4
CCCCN(C(=O)COc1ccc(C)cc1OC)c1c(N)n(CCC)c(=O)[nH]c1=O	23	10
CN(C)c1ccc(/C=N/NC(=O)c2nnn(-c3nonc3N)c2COc2ccc(F)cc2)cc1	17	5
O=S(=O)(Nc1ccccc1)c1ccc2c(c1)CCO2	-2	8
COc1ccc(NC(=O)CSc2ncnc3[nH]ncc23)cc1	-15	7
CCOC(=O)c1cnc(-n2nc(C)cc2C)nc1Oc1ccccc1F	19	8
Cc1ccccc1NC(=O)C(Cc1ccccc1)n1cccc1 (stereo not drawn)	5	8
Cc1cc(C)n(-c2nc(NCCCN(C)C)c3c4c(sc3n2)CCCC4)n1	-64	11
COc1ccc(CN(Cc2ccc(OC)cc2)C(=O)c2cccs2)cc1	3	7
CCN1C(=O)/C(=c2\sc3nc(=O)c(Cc4ccccc4)nn3c2=O)c2ccccc21	15	7
CN1CCC(N(C)C(=O)/C(C#N)=C/c2ccc(OC(F)F)cc2)CC1	19	16
C/C(=N\Nc1nc(C)cc(C)n1)c1ccc(C)o1	11	8
CC(=O)c1sc2nsc(SCCN3CCCCC3)c2c1N	-23	8
CN1CCSc2ccc(C(=O)Nc3cc(F)ccc3F)cc21	17	6
COC(=O)c1ccc(-c2ccc(/C=N/NC(=O)Cc3nnc(N)s3)o2)cc1	24	8
CC12CCC(C(=O)N3CCOCC3)([C@H](Br)C1=O)C2(C)C (stereo partly drawn)	-9	7
Cc1nc(SCC(=O)c2ccc(F)c(F)c2)[nH]c(=O)c1Oc1ccc(Cl)cc1	10	6
CCOC(=O)/C(C#N)=C1\C(=O)N(Cc2ccccc2)c2ccccc21	-12	4
CN(C)c1ccc(/C=C/C(=O)c2ccc(O)cc2)cc1[N+](=O)[O-]	-12	6
O=C(O)c1ccc(-c2nnn(Cc3cccc(C(F)(F)F)c3)n2)cc1	5	4
CC1=C(C(=O)OC(C)C)C(c2ccc(C)o2)C(C(=O)OC(C)C)=C(C)N1	8	7
